Screening data deposited in PubChem by NMMLSC.
VLA-4 antagonist = inhibitors of LDV-FITC binding to Mn2+-activated VLA-4, primary screen, Jurkat cells; Integrin alpha-4 (Homo sapiens), P13612; LDV-FITC binding with Mn2+, flow cytometry; 100% = Mn2+-driven binding gain fully reversed; inhibition, % at 10 µM (by protocol); 24,000 tested, 0.2% active;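 active means inhibition above 50%; inconclusive means compound itself fluorescent, judged against control cell fluorescence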;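 further: 0% = Mn2+ stimulated cells lacking compound and 100% = ligand binding without Mn2+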
Target sequence (P13612 whole entry, looked up): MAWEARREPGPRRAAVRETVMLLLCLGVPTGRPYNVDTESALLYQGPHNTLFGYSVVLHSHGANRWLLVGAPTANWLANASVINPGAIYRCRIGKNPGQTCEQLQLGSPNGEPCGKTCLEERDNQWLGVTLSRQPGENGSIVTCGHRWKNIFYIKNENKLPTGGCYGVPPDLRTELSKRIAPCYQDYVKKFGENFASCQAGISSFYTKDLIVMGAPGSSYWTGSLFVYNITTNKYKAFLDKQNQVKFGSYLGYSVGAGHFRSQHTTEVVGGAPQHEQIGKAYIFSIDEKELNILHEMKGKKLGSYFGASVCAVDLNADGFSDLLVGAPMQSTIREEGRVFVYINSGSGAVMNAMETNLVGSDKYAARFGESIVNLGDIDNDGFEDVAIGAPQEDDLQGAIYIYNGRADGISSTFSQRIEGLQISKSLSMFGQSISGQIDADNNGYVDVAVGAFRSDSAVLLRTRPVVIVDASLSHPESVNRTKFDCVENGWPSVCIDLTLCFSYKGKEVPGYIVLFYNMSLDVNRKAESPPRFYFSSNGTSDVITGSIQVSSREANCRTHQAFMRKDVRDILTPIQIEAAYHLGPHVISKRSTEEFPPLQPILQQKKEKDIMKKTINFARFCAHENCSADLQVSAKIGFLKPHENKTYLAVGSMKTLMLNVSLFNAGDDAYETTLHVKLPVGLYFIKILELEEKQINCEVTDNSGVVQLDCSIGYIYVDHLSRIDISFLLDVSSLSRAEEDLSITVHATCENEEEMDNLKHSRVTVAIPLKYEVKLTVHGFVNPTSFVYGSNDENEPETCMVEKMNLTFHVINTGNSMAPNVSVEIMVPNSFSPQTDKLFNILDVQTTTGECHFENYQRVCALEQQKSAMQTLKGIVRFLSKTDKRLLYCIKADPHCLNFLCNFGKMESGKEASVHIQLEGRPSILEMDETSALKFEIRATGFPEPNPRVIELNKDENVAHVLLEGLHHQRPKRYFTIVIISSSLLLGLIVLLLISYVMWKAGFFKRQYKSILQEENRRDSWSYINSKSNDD
Prostate diff = activators of LNCaP prostate cell differentiation, primary screen, flow cytometry side scatter; 4 d; side scatter shift, % at 10 µM; 24,000 tested, 0.56% active; AID 795, 2007;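 active means side scatter shift above 30%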;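 further: androgen-responsive LNCaP prostate cancer cells in charcoal-stripped serum medium; percent of cells past a gate set so DMSO wells show 10% shift; higher shift means more granular cells and more differentiation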
Jurkat autofluor = compound autofluorescence on Jurkat cells, primary screen, artefact control for VLA-4 allosteric ligand project, cell-based, flow cytometry; stronger effect = higher value; 1 = vehicle-only cell background; fluorescence ratio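 (tested at 10 µM compound in the well)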; 24,000 tested, 0.61% active; AID 576, 2007;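 active means fluorescence ratio above 2.44, which is 1 plus 3 SD of all ratios; inconclusive means signal too bright to measure linearly, ratio around 10 or more; inactive means fluorescence ratio below 2.44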;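 further: green fluorescence of cells measured with 488 nm excitation and 530 nm emission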
VLA-4 allo ag = enhancers of LDV-FITC binding to VLA-4 integrin, primary screen, Jurkat cells, flow cytometry; 24,000 tested, under 10 active; Integrin alpha-4 (Homo sapiens), P13612; activation, % at 10 µM (by protocol);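 active means fluorescent ligand binding to cells raised by more than 40% of the manganese-induced maximum; inconclusive means compound's own fluorescence above 85% of the ligand control signal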;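 further: 0% = ligand binding without compound and 100% = manganese-stimulated maximal binding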
The depositor's hits bear a star; ? = inconclusive; · = not tested or not shown.

VLA-4 allo ag	Jurkat autofluor	Prostate diff	VLA-4 antagonist	molecule
2	1	5	-5	Cc1ccc(CCNC(=O)C2CCCN2S(=O)(=O)c2ccc3c(c2)CCC(=O)N3)cc1 (stereo unspecified)
2	1	3	0	O=C(CCS(=O)(=O)c1cccc2nonc12)N1CC(=O)N(CCc2ccccc2)C(=O)C1
0	0.98	11	-2	CCCOC(=O)c1[nH]c2c(c1C)C(=O)CC(c1cc(OC)c(OC)c(OC)c1)C2 (stereo unspecified)
-2	1	7	2	CCn1cc(C(=O)Nc2ccc3c(c2)OCCO3)c2cc(OC)c(OC)cc2c1=O
-7	1	5	2	Cc1cccc(-n2nc3c(c2NC(=O)c2ccco2)CSC3)c1C
3	1	11	12	COc1ccc(C(=O)c2coc3ccc(O)c(CN(C)C)c23)cc1
6	0.91	2	-10	COc1ccccc1-c1cc(C(F)(F)F)nc(N2CCOCC2)n1
-10	1	19	3	CCOc1ccc(-c2c(C#N)c(N)nc3c2c(=O)n(C)c(=O)n3C)cc1OC
-8	1.1	3	?	O=C1CCc2cc(S(=O)(=O)N3CCC(C(=O)NC4CCCCCCC4)CC3)ccc2N1
-5	1.1	11	-3	COc1ccccc1NC(=O)NCCCN1CCN(c2cccc(Cl)c2)CC1
4	1	8	-6	CCOC(=O)CCC(=O)Nc1ccc(S(=O)(=O)N2CCCC2)cc1
0	1.1	2	8	C[N+](C)(C)CCCCCCCCCC[N+](C)(C)C
10	0.98	2	-11	O=C(CCCCn1c(=O)[nH]c2ccccc2c1=O)NCc1ccc2c(c1)OCO2
0	1.1	11	-4	CCCNC(=O)N1CCN(S(=O)(=O)c2ccc(C)c(C)c2)CC1
-6	1.1	9	6	Cc1ccc2nc(C(F)(F)F)c(C#N)c(N)c2c1
-3	1	16	-14	O=C(/C=N/O)NCc1ccncc1
?	1.1	2	?	Cc1c(C)c2cc3c4c(oc3c(C)c2oc1=O)CCCC4
-1	1.1	5	-8	CC1CCC2C(C1)c1sc(=O)[nH]c1SC2(C)C (stereo unspecified)
0	1	5	-6	Cc1cc(Nc2ccc(C(=O)O)cc2)n2nc(C)nc2n1
-2	1.1	5	6	O=C(Cc1ccc(-n2cccc2)cc1)N1CCN(c2ccccc2F)CC1
-10	1.1	4	0	COc1ccc(-n2c(=O)cc(N3CCCCCC3)[nH]c2=O)cc1
4	1	2	-15	COc1ccc(C(CC(=O)O)NC(=O)COc2ccccc2)cc1OC (stereo unspecified)
4	1	4	-22	CCCCC1(CC)C(=O)NC(=O)NC1=Nc1ccc(OC)cc1 (stereo unspecified)
-3	0.99	4	-14	O=S(=O)(Nc1cccnc1)c1cc(Cl)ccc1Cl
0	1.2	8	-8	Cc1cc(C)cc(-n2nnc(C(=O)NCc3ccco3)c2N)c1
1	1	13	-14	COc1ccc(C(=O)O)cc1Nc1cc(C)nc2ncnn12
3	0.94	23	14	CCOC(=O)c1sc(=S)n(C)c1N
0	1.2	4	-1	CCOc1ccccc1N1Cc2cc(C)c(C)cc2C1
-14	1.1	·	79*	CCOC(=O)c1c(C)oc2c1c1c(c3ccccc32)OCN(Cc2ccccn2)C1
6	1	5	-6	CCC(C)N1CC(C(=O)NC2CCCCC2)CC1=O (stereo unspecified)

Three compounds from above, ordered by molecular weight, ascending.
VLA-4 allo ag	Jurkat autofluor	Prostate diff	VLA-4 antagonist	molecule
6	1	5	-6	CCC(C)N1CC(C(=O)NC2CCCCC2)CC1=O (stereo unspecified)
?	1.1	2	?	Cc1c(C)c2cc3c4c(oc3c(C)c2oc1=O)CCCC4
-3	0.99	4	-14	O=S(=O)(Nc1cccnc1)c1cc(Cl)ccc1Cl

The listing picks up, repeating the six entries before the break.
VLA-4 allo ag	Jurkat autofluor	Prostate diff	VLA-4 antagonist	molecule
0	1.2	8	-8	Cc1cc(C)cc(-n2nnc(C(=O)NCc3ccco3)c2N)c1
1	1	13	-14	COc1ccc(C(=O)O)cc1Nc1cc(C)nc2ncnn12
3	0.94	23	14	CCOC(=O)c1sc(=S)n(C)c1N
0	1.2	4	-1	CCOc1ccccc1N1Cc2cc(C)c(C)cc2C1
-14	1.1	·	79*	CCOC(=O)c1c(C)oc2c1c1c(c3ccccc32)OCN(Cc2ccccn2)C1
6	1	5	-6	CCC(C)N1CC(C(=O)NC2CCCCC2)CC1=O (stereo unspecified)
5	0.98	8	-20	Cc1cc(NC(=O)CSc2c3c(nc4ccccc24)CCC3)no1
?	1.3	10	?	Cn1c(=O)oc2cc(S(=O)(=O)NCCN3CCN(c4ccccc4F)CC3)ccc21
-2	1	14	1	COc1ccc(Cl)cc1NC(=O)Cn1c(=O)n2nc(C)nc2c2ccccc21
-1	1.1	14	-10	Cc1nc(CNS(=O)(=O)c2ccc3c(c2)OCCO3)cs1
-5	1.1	3	1	Cn1ccnc1SCC(=O)c1ccc(Br)cc1
6	0.99	16	-30	CCc1ccc(NS(=O)(=O)c2ccc3[nH]cc(C(=O)NCC4CCCO4)c(=O)c3c2)cc1 (stereo unspecified)
4	1.1	16	?	CCOCCCNC(=O)c1c(C)c(C(=O)OCC)n(C)c1C
-9	1.1	4	-102	O=S(=O)(NCC(c1cccnc1)N1CCOCC1)c1cccs1 (stereo unspecified)
?	1.2	9	?	CCCCCc1nc2c(=O)n(C)c3ccccc3c2o1
?	1.4	6	?	O=C(Nc1ccc(F)c(Cl)c1)c1ccc2c(=O)n3c(nc2c1)CCCCC3
-1	1	3	12	CCOC(=O)C1CCN(C(=O)CN(c2ccc(OC)cc2)S(=O)(=O)c2c(C)noc2C)CC1
-9	1.1	6	16	CCOC(=O)Cn1c2c(c(-c3ccccc3OC)cc1=O)CCCC2
1	0.98	3	7	CCC(C)N(C)Cc1cccc(C2(O)CCN(S(=O)(=O)c3ccc(F)cc3)CC2)c1 (stereo unspecified)
1	1	10	-12	CCOC(=O)N1CCC2(O)CCCCC2C1c1ccc(F)cc1 (stereo unspecified)
10	0.93	6	-28	O=S(=O)(Nc1nc2ccccc2nc1NCc1ccco1)c1ccc(Cl)cc1
-2	0.98	10	-1	Cc1cc(N2CCN(c3cccc(C(F)(F)F)c3)CC2)n2nc(C)nc2n1
6	0.93	5	-12	O=C1CC(c2ccccc2)CC(O)=C1C=NCCN1CCOCC1 (stereo unspecified)
?	2.1	6	?	CNc1nnc(-c2cc3ccccc3oc2=O)s1
-4	1	8	-12	COCCOC(=O)c1c(C)nc(SCC(=O)Nc2ccc(OC)cc2)c(C#N)c1-c1ccco1
7	0.86	12	10	N=c1c(C(=O)NC2CCCCC2)cc2c(=O)n3ccccc3nc2n1CCN1CCOCC1
?	0.81	16	?	CCOC(=O)N1CCN(C(=O)CS(=O)Cc2nc(-c3cccc(C)c3)oc2C)CC1 (stereo unspecified)
1	1	7	-18	O=C(CCN1CCN(c2ccc(F)cc2)CC1)Nc1ccccc1F
-15	1	6	-4	COc1ccc(-c2nnc3ccc(SCC(=O)N4CCN(c5ccccc5)CC4)nn23)cc1OC
4	1	11	2	CCC1(C(=O)O)NC(c2cccc(OC)c2O)C2C(=O)N(c3ccccc3)C(=O)C21 (stereo unspecified)
2	1	8	-13	Cc1cc(C)n(CCc2nc(-c3cccs3)cs2)n1
4	1	8	-20	COc1ccc(C(=O)Nc2ccccc2C(=O)NCCN2CCOCC2)cc1
1	0.96	3	-14	CC(NC(=O)C1C(=O)N(CCO)C2(C)CC1c1ccccc1O2)c1ccccc1 (stereo unspecified)
14	0.83	10	-13	O=C(Cn1ccc2ccccc2c1=O)N1CCN(c2cccc(Cl)c2)CC1
0	0.97	14	-1	CC(O)c1cc2c(cc1NC(=O)c1cnn3c1NC(c1ccco1)CC3C(F)(F)F)OCO2 (stereo unspecified)
?	1.1	12	?	CC(C)CCSc1nnc(Cn2c(=O)sc3ccccc32)n1C
-1	1.1	13	3	Cn1c(C(=O)N2CCN(C3CCCCC3)CC2)cc2c(=O)n(C)c3ccccc3c21
-7	1.1	3	-11	Cn1c2ccccc2c2ncn(CCCN3CCOCC3)c(=O)c21
-11	1.1	6	27	O=C(CCCCn1c(=O)[nH]c2ccccc2c1=O)N1CCN(c2cccc(C(F)(F)F)c2)CC1
-9	1.1	8	-16	CC(C)c1ccc(NC(=O)C(c2ccc3c(c2)OCO3)N2CCN(C(=O)c3ccco3)CC2)cc1 (stereo unspecified)
3	1	14	-28	Cc1cc(C)c(C#N)c(SCc2ccc(C#N)cc2)n1
5	0.93	18	-2	CCCOc1ccccc1C1CC(=O)NC2=C1C(=O)CCC2 (stereo unspecified)
6	1	2	-26	O=C(NCCCN1CCCC1)Nc1cccc2ccccc12
-6	1.1	10	2	COc1ccc(OC)c(C(=O)c2nc3c(n2O)CCCCC3)c1
1	1	8	-2	Cc1cc(S(=O)(=O)N2CC(=O)N(CCc3ccccc3)C(=O)C2)ccc1F
8	1.1	13	-28	O=S(=O)(NCC(O)COCc1ccco1)c1cccs1 (stereo unspecified)
2	1	11	7	COc1ccc(OC)c(S(=O)(=O)Nc2ccccc2SC)c1
0	1	7	9	CCCS(=O)(=O)N1CCN(C(=O)CCC2CCCC2)CC1
4	1	7	-6	C1CCN(c2nc3nonc3nc2N2CCCC2)C1
-2	1	7	12	CC1CCCCC1NC(=O)CCS(=O)(=O)c1cccc2nonc12 (stereo unspecified)
-4	1.1	3	2	Cc1nc2c(-c3ccccc3)c(C)nn2c(C)c1CCC(=O)O
3	1.1	4	-7	Cc1ccccc1-n1c(=O)cc(N2CCC3(CC2)OCCO3)[nH]c1=O
?	1.3	32*	?	CCOC(=O)c1ccccc1NC(=O)Cn1c(-c2nonc2N)nc2ccccc21
-1	1.1	15	-16	CC(C)c1ccc(NC(=O)C(c2ccccc2)N2CCN(C=O)CC2)cc1 (stereo unspecified)
-27	1	6	96*	O=C(Cn1nc(-c2ccc3c(c2)OCCO3)ccc1=O)Nc1ccc(N2CCOCC2)cc1
-3	0.97	5	12	CCCCN(C)Cc1c(C)[nH]c2ccc(OCC)cc2c1=O
?	1	4	?	COc1ccccc1N1CCN(C(CNS(=O)(=O)c2cc(F)ccc2F)c2cccnc2)CC1 (stereo unspecified)
-6	1.1	8	-13	O=C(CN1C(=O)c2ccccc2S1(=O)=O)Nc1ccc(S(=O)(=O)N2CCCCCC2)cc1
2	1.1	9	-18	CC1CCN(CCC(=O)Nc2ccc(Br)cc2)CC1
6	0.99	24	-8	COc1ccccc1N1CCN(Cc2nnnn2CCc2ccccc2)CC1
?	1.2	5	?	CN1c2cccc3cccc(c23)N(C)C1(C)C
3	1.1	23	-7	COc1ccccc1-c1nc(SCc2ccccn2)n[nH]1
-2	1.1	6	-4	Nc1nonc1-c1noc(CCCOc2ccc(Cl)cc2Cl)n1
8	1	10	-41	CC(C)CCN1CC(C(=O)NCc2ccc(F)cc2)CC1=O (stereo unspecified)
2	1.1	7	-6	Cc1cc(=O)[nH]c(S/C=C/c2ccccc2)n1
0	1.1	6	7	CCCNC(=O)C(CC)NS(=O)(=O)c1ccc(OC)cc1 (stereo unspecified)

(more compounds)
VLA-4 allo ag	Jurkat autofluor	Prostate diff	VLA-4 antagonist	molecule
2	0.97	4	-14	O=C(O)C1CC(=O)N(C2CCCCCC2)C1 (stereo unspecified)
-4	0.98	8	-2	COc1cccc2cc(C(=O)Nc3cccnc3N3CCOCC3)c(=O)oc12
2	1	8	1	COc1cc(OC)cc(C(=O)NCc2n[nH]c(=S)n2-c2ccccc2)c1
-7	0.95	8	3	CCCCCC(=O)N(CN1C(=O)CCC1=O)c1ccccc1
2	1	18	-1	O=C(O)CC(NS(=O)(=O)c1cccc2nsnc12)c1ccc(F)cc1 (stereo unspecified)

Not all compounds are listed. The share of hits here may be higher or lower than overall.
